# High-throughput results as filed in PubChem BioAssay.
# FEN1 inhibitor: blocks human flap endonuclease 1; actives 0.35% (n = 390,000); Recombinant FEN1 flap cleavage, fluorescence, 15 min; Potency, µM (highest dose often 114 µM), inactives show at the top dose activity change, negative = inhibition, usual class: inhibitors; active = well fitted inhibition curve with a large enough effect; inconclusive = small, poorly fitted or top-dose-only effect; inactive = no such curve, though single readings can be large or run the other way; also: nearly all actives have a fitted effect of over 65% in size
# Target sequence (P39748 whole entry, looked up): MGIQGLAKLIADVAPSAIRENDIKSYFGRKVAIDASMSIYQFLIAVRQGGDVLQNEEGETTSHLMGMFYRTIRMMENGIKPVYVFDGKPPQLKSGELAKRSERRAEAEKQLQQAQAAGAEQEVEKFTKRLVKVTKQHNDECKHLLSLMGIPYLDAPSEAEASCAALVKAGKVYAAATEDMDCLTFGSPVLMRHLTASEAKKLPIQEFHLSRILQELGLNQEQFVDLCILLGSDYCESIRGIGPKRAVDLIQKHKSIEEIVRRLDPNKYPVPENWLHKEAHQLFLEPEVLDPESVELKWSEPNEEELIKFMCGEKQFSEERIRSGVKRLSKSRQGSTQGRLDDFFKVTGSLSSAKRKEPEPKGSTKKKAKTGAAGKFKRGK
#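 Read-out was taken twice, immediately and after 15 min, following addition of 50 nM substrate to 10 nM FEN1 that had sat with test compound for 15 min at room temperature. Curves came from a four-parameter Hill model.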
# Starred values were filed as active, the others as inactive; ? = inconclusive; [ ] = remark or other dose. % is scaled to controls: 0 for no effect and ±100 for the full control effect; potency is read from the fitted curve at half-maximal effect. A portion of the library; count on the stated rates, not on these rows.
FEN1 inhibitor,SMILES
2%,O=C(Nc1ccncc1)c1cnn2c1NC(=C1CC1)C=C2C(F)F
-16%,O=C(C=Cc1ccccc1O)c1ccccc1O
-9%,Cc1cc(C)c(S(=O)(=O)Nc2cccc(C(=O)O)c2)cc1S(=O)(=O)Nc1cccc(C(=O)O)c1
0%,COc1cc2oc3ccc(C#Cc4ccccn4)cc3c(=O)c2cc1OC
-3%,COC(=O)c1cc(C)c(C)cc1NC1OC(CO)C(O)C1O (stereo not drawn)
-2%,O=c1c([N+](=O)[O-])cn(Cc2ccccc2)c(=O)n1Cc1ccccc1
-5%,O=C(Nc1ccc2nc(SCC(=O)N3CCCC3)sc2c1)c1cccc(F)c1
-2%,COc1ccc(C(=O)NCCCc2ccccc2)cc1
10%,CC(Oc1ccc(F)cc1)C(=O)Nc1cc(S(=O)(=O)N2CCCCC2)ccc1N1CCN(C)CC1 (stereo not drawn)
7%,O=C(O)c1ccccc1C(=O)Nc1ccccc1NC(=O)c1ccccc1C(=O)O
0%,O=C(O)C(c1ccccc1)C(O)C1CC=CCC1 (stereo not drawn)
-1%,CCn1c(=S)sc2nc(C)sc21
-8%,O=c1[nH]c(=S)[nH]c2scc(-c3ccc(Br)cc3)c12
-4%,O=C(NCc1cccc(C(F)(F)F)c1)C1CC2Cn3c(nc4ccccc43)C2N1Cc1ccccc1 (stereo not drawn)
10%,Cn1ccnc1C(=O)Cc1ccc([N+](=O)[O-])cc1
-5%,COc1ccc(CCNC(=O)CN(c2ccc(C)cc2)S(=O)(=O)c2ccc(OC)cc2)cc1
2%,CC1CN(CCc2ccccc2)C(C)C/C1=N/O (stereo not drawn)
-4%,CCOc1ccccc1C1Nc2ccccc2-c2nnc(SCc3ccccc3)nc2O1 (stereo not drawn)
-23%,COc1ccccc1-c1cccc([C@@H]2C[C@H]3[C@H](CON3C)CN2Cc2ccccc2)c1
-6%,O=C1c2cc(Cl)ccc2-c2c(O)cc(Cl)cc21
-10%,CC(=O)c1ccc[n+](C(C)CCC(C)[n+]2cccc(C(C)=O)c2)c1 (stereo not drawn)
-3%,Cc1ccc2oc(-c3ccc(Cl)c(NC(=O)c4cc5ccccc5o4)c3)nc2c1
-2%,CC(C)C[C@@H](CNCC(=O)[C@H](CC(C)C)NC(=O)c1[nH]cnc1C(=O)N[C@@H](C)CN)NC(=O)c1nc[nH]c1C(=O)N[C@@H](Cc1ccccc1)C(=O)O
-6%,COc1ccc(OCC(=O)N2CCN(C(=O)c3ccc(OC)cc3)CC2)cc1
-10%,CN(C(=O)c1cccc(NC(=O)Cc2ccc(NC(=O)C3CCCN(C(=O)CCc4ccccc4)C3)cc2)c1)C1CCCCC1 (stereo not drawn)
22µM*,COc1cc2c(NC3CCN(C)CC3)nc(N3CCCN(C)CC3)nc2cc1OCc1ccccc1
-32%,COc1ccc(C)cc1NC(=O)CN(c1cc(C(F)(F)F)ccc1Cl)S(C)(=O)=O
11%,O=C(NCc1cccc(Br)c1)C1CC2Cn3c(nc4ccccc43)C2N1Cc1ccccc1 (stereo not drawn)
-17%,CCOc1cc(N2CCOCC2)c(OCC)cc1NC(=O)C1CC(=O)N(c2ccc(C)cc2)C1 (stereo not drawn)
-6%,COc1cc(NC(=O)CCC(=O)N2CCN(S(=O)(=O)c3ccc(C)cc3)CC2)cc(OC)c1
-9%,O=C(O)C(Cc1ccc(O)c([N+](=O)[O-])c1)N1C(=O)c2ccccc2C1=O (stereo not drawn)
-4%,COc1ccccc1NC(=O)NNC(=O)c1ccncc1
-16%,C#CCOCCOCCOCCNc1nc(N2CCN(C(=O)[C@H](C(C)C)n3cc(CCO)nn3)CC2)nc(N2CCN(C(=O)[C@H](Cc3ccc(O)cc3)n3cc(CCO)nn3)CC2)n1
13%,CC(C)C[C@@H](CN1CCC[C@@H]1CN1C(=O)C(=O)NC[C@@H]1Cc1ccccc1)N1C[C@H](Cc2ccc(O)cc2)N(CCc2ccccc2)C(=O)C1=O
-14%,Cc1nc(-c2ccc(Cl)cc2)sc1C1(C)CC(c2ccc(Cl)cc2)=NO1 (stereo not drawn)
-27%,O=C(Nc1cccc2cccnc12)c1ccc(Br)cc1
-2%,O=C1/C(=C/c2ccccc2)CN(C(=O)CCN2CCOCC2)C/C1=C\c1ccccc1
2%,Cc1cc(Cl)ccc1OCC(=O)N(Cc1ccco1)c1c(N)n(Cc2ccccc2)c(=O)[nH]c1=O
15%,COc1ccc(CNC(=O)C2(CC3CC(c4ccccc4)=NO3)CCN(C(=O)CCCCCBr)CC2)cc1 (stereo not drawn)
-16%,Cn1c(=O)[nH]c(=O)c2c1nc(N1CCNCC1)n2CCOc1ccccc1
-4%,O=C(C1CCCCC1)N1CCC(c2nc3c(nnn3Cc3ccccc3Cl)c(=O)[nH]2)CC1
16%,C#CCOCCOCCOCCNc1nc(N2CCN(C(=O)Cn3cc(CCO)nn3)CC2)nc(N2CCN(C(=O)[C@H](CCCCN)n3cc(CCCC)nn3)CC2)n1
19%,CC1(C)NC(=O)N(CC(=O)OCC(=O)Nc2c(Br)cc([N+](=O)[O-])cc2Br)C1=O
-6%,Cc1c(N)cc2c(c1N)C(C)(C)CC2(C)C
11%,O=C(Nc1cccc(Cl)c1Cl)C1CCCC1
4%,CCC1CCCCN1S(=O)(=O)c1ccc(NC(=O)C2CC(=O)N(C(C)(C)C)C2)cc1 (stereo not drawn)
-1%,CN1C(=O)C(CC#N)(C2(CC#N)C(=O)N(C)c3ccccc32)c2ccccc21 (stereo not drawn)
-10%,O=c1c2ccccc2[nH]c(=S)n1CC1CCCO1 (stereo not drawn)
-6%,CC(C)(C)c1ccc(-n2ncc3c2CCCC3NC(=O)c2ccncc2)cc1 (stereo not drawn)
-3%,CCn1c(=N)c(C(=O)NCc2ccccc2)cc2c(=O)n3cc(C)ccc3nc21

# Following part.
FEN1 inhibitor,SMILES
0%,CC(=O)Nc1ccc(S(=O)(=O)NC(C(=O)O)C(C)C)cc1 (stereo not drawn)
-3%,COc1ccc(S(=O)(=O)Nc2ccccc2)cc1
0%,CC(=O)NC12CC3CC(C1)CC(C(=O)N1CCN(c4ncccn4)CC1)(C3)C2
-30%,CCOC(=O)COc1ccccc1C1C(C(=O)OC)=C(C)NC2=C1C(=O)c1ccccc12 (stereo not drawn)
1%,Cc1ccc(NC(=O)C(=O)NCCCN2CCOCC2)cc1C
-1%,CCCOC(=O)c1ccc(NC(=O)COC(=O)C2CCN(c3ccc(C(F)(F)F)cn3)CC2)cc1
7%,O=C(/C=C/Nc1ccc(F)cc1F)c1ccc(Br)cc1
-9%,CC1(C)Nc2ccccc2C(=O)N1c1ccc(Br)cc1
6%,CCOC(=O)/C(=C\c1ccccc1)C(=O)CCN1CCOCC1
12%,C#CCOCCOCCOCCNc1nc(N2CCOCC2)nc(N2CCN(C(=O)[C@H](CCCCN)n3cc(CCCC)nn3)CC2)n1
-3%,Cc1c(Br)cnc2ccccc12
6%,O=C(Oc1ccc(Br)cc1C(=O)/C=C/c1ccccc1F)c1ccco1
-4%,O=C1Cc2c(-c3ccccc3)cc(-c3cccc(Cl)c3)nc2-c2ccccc2N1
-3%,CN1OC[C@@H]2CN(C(=O)CCc3ccccc3)[C@H](c3cccc(-c4ccccc4)c3)C[C@@H]21
4%,CC(C)(C)C1CCc2c(sc(NC(=O)c3ccccc3F)c2C(=O)N2CCCCC2)C1 (stereo not drawn)
?,O=[N+]([O-])c1cccc(SSc2cccc([N+](=O)[O-])c2)c1
0%,CC[C@H](C)[C@H]1CNC(=S)N1CC1CCN(CCCCc2ccccc2)CC1
-22%,O=C1[C@@H](Oc2ccccc2)[C@@H](c2cnc3ccccc3c2)N1c1ccccc1
4%,Fc1ccc(-c2ccc3c(c2)C2CC3CCN2)cc1 (stereo not drawn)
?,COc1ccc(OC)c(/C=C2\C=Cc3ccccc32)c1

# Overlap with the part before: 3 compounds, followed by the next part.
FEN1 inhibitor,SMILES
-22%,O=C1[C@@H](Oc2ccccc2)[C@@H](c2cnc3ccccc3c2)N1c1ccccc1
4%,Fc1ccc(-c2ccc3c(c2)C2CC3CCN2)cc1 (stereo not drawn)
?,COc1ccc(OC)c(/C=C2\C=Cc3ccccc32)c1
-9%,COc1cc(C(=O)N2CCN(S(=O)(=O)c3ccc(C(C)C)cc3)CC2)ccc1OCC(=O)N1CCOCC1
-7%,NC(=O)c1ncn([C@@H]2O[C@H](CNCc3cccc4c3sc3ccccc34)[C@@H](O)[C@H]2O)n1
-1%,CC(C)C1Cc2ccccc2-c2[nH]c(=S)[nH]c(=O)c21 (stereo not drawn)
?,Nc1c(Br)cc(Br)c2c1C(=O)c1c(cccc1S(=O)(=O)O)C2=O
3%,COc1ccc(-c2ccc3oc(-c4ccsc4)c(-c4ccc(OC)cc4)c3c2)cc1
2%,Cc1ccc(Nc2nc(Cl)nc3ncn(C)c23)c(C)c1
8%,COC(=O)CSc1nc2sc3c(c2c(=O)n1-c1ccc(C)cc1)CC(C(C)C)OC3 (stereo not drawn)
-2%,C=CC[n+]1cccc2cc(Br)ccc21
?,CC(=O)N1c2ccccc2C(C)(c2ccc(C)cc2)CC1(C)C (stereo not drawn)
18%,CC(C)C(C)N(Cc1cccc(C(=O)O)c1)C(=O)c1ccc2ccccc2n1 (stereo not drawn)
7%,COc1ccc(C[C@@H]2C(=O)N[C@H](C)C(=O)N(C)[C@@H]3Cc4ccc(cc4)Oc4cc(ccc4O)C[C@H](C(=O)N[C@@H](C)C(=O)N[C@H](C)C(=O)N2C)N(C)C3=O)cc1
-11%,CC(=O)Oc1ccc(-c2nc(-c3ccccc3)no2)cc1
-6%,CCCCOc1ccc(N2C(=O)C(C)CNC2=S)cc1 (stereo not drawn)
-2%,C=CC[C@]12C=C(OC)C(=O)C=C1O[C@@H](c1ccc3c(c1)OCO3)[C@H]2C
-14%,COc1ccc(OC)c(-c2cc(C(=O)N/N=C/c3ccc(F)cc3)c3ccccc3n2)c1
0%,CN(C)C(=O)COc1ccccc1C(=O)OCC(=O)N(CCC#N)c1ccccc1
?,CC(=O)NC(c1ccc(Cl)cc1)c1ccc2cccnc2c1O (stereo not drawn)
-12%,CN(C)c1ccc(/C=C2\C=Cc3cc(N)ccc32)cc1
-15%,Cc1ccc(-c2noc(CN(C(=O)CCCN3C(=O)c4ccccc4C3=O)C(C)C)n2)cc1
25µM*,CCN(CC)CCCOc1cc2nc(N3CCCN(C)CC3)nc(NC3CCN(C)CC3)c2cc1OC

# Continued; it opens with the three that closed the last part.
FEN1 inhibitor,SMILES
-12%,CN(C)c1ccc(/C=C2\C=Cc3cc(N)ccc32)cc1
-15%,Cc1ccc(-c2noc(CN(C(=O)CCCN3C(=O)c4ccccc4C3=O)C(C)C)n2)cc1
25µM*,CCN(CC)CCCOc1cc2nc(N3CCCN(C)CC3)nc(NC3CCN(C)CC3)c2cc1OC
4%,COC(=O)Cc1nc2c(N)nc(N)nc2[nH]c1=O
1%,CCn1c(CNC(=O)c2ccccc2)nc2ccccc21
13%,O=C(Nc1ccccc1)c1ccc(F)cc1F
10%,COC1=C(Nc2ccc(OC)cc2)C(=O)C(OC)=C(Nc2ccc(OC)cc2)C1=O
15%,O=C1C2C3C=CC(O3)C2C(=O)N1N=C1CCCCC1 (stereo not drawn)
?,COc1ccc2ncccc2c1Cc1c(OC)ccc2ncccc12
0%,Cc1ccc(Sc2c(C)nn(C(=O)c3ccc(Cl)cc3)c2C)cc1
1%,CN1OC[C@@H]2CN(Cc3ccccc3)[C@H](c3cccc(Oc4ccccc4)c3)C[C@@H]21
-8%,O=C(/C=C/c1ccccc1[N+](=O)[O-])Nc1cc(S(=O)(=O)N2CCOCC2)ccc1N1CCOCC1
6%,CN(C(=O)c1cccc(NC(=O)Cc2cccc(NC(=O)C3CCN(C(=O)C4CCC4)CC3)c2)c1)C1CCC1
-17%,Cc1cccc(Nc2nc(Nc3cccc(C)c3)nc(N3CCOCC3)n2)c1
41%,CC(C)CNc1ncnc2[nH]ncc12
3%,Cc1ccc(S(=O)(=O)N2CCN(C(=O)c3ccc(N4CCC(C)CC4)c([N+](=O)[O-])c3)CC2)cc1
-3%,COc1ccccc1CCNC(=O)c1cccc(NC(=O)CC2SC(N3CCCCC3)=NC2=O)c1 (stereo not drawn)
10%,COc1cccc(OCCOc2ccccc2[N+](=O)[O-])c1
-5%,CC(=O)c1nn(-c2ccc(C)cc2)cc1C(=O)c1cccc(Br)c1
-9%,Cc1ccc(C(=O)COC(=O)c2cc(-c3cccs3)nc3ccccc23)cc1
-30%,CCOc1cc(C(=O)NCC(C)(C)CNC(=O)c2cc(OCC)c(OCC)c(OCC)c2)cc(OCC)c1OCC
1%,O=S(=O)(Cc1ccccc1)CS(=O)(=O)Cc1ccccc1
0%,CNc1nc(OCC(F)(F)F)nc(OCC(F)(F)F)n1

# Of the compounds above, 7 have two or more sulfur atoms:
FEN1 inhibitor,SMILES
-9%,Cc1cc(C)c(S(=O)(=O)Nc2cccc(C(=O)O)c2)cc1S(=O)(=O)Nc1cccc(C(=O)O)c1
-5%,O=C(Nc1ccc2nc(SCC(=O)N3CCCC3)sc2c1)c1cccc(F)c1
-1%,CCn1c(=S)sc2nc(C)sc21
-8%,O=c1[nH]c(=S)[nH]c2scc(-c3ccc(Br)cc3)c12
?,O=[N+]([O-])c1cccc(SSc2cccc([N+](=O)[O-])c2)c1
8%,COC(=O)CSc1nc2sc3c(c2c(=O)n1-c1ccc(C)cc1)CC(C(C)C)OC3 (stereo not drawn)
1%,O=S(=O)(Cc1ccccc1)CS(=O)(=O)Cc1ccccc1

# Carrying on:
FEN1 inhibitor,SMILES
-7%,O=C1NC[C@H](Cc2ccccc2)N(C[C@H]2CCCN2C[C@H](Cc2ccc(O)cc2)N2C[C@H](Cc3ccc(O)cc3)N(CC3CCCCCC3)C(=O)C2=O)C1=O
-1%,COc1ccccc1C(CNC(=O)CN1C(=O)NC(C)(c2ccc3ccccc3c2)C1=O)N1CCCC1 (stereo not drawn)
2%,Cc1ccc(C)c(NC(=O)C2CCCC2)c1
38%[activator][57.1 µM],CCCCCN(C)CCC(O)(P(=O)(O)O)P(=O)(O)O
